Compound activity from PubChem BioAssay.
TDP1 cell CPT: qHTS for Inhibitors of human tyrosyl-DNA phosphodiesterase 1 (TDP1): qHTS in cells in presence of CPT; chicken DT40 Tdp1-/-;hTDP1 cells + 20 nM CPT, ATP luminescence, 48 h; 12% of 420,000 active; AID 686979, 2013; Potency, µM (highest dose often 46.2 µM), without a hit: at the top dose activity change, negative = growth inhibition, hits mostly inhibitors; note: nearly all actives have a fitted effect of over 55% in size
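Chicken DT40 Tdp1-/- cells stably complemented with human TDP1 were seeded at 400 cells/well in medium containing 20 nM camptothecin, exposed to pin-transferred compounds, and grown at 37 °C for at least 48 hr. Viability was read as ATP luminescence.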
FEN1 inhibitor: qHTS Assay for the Inhibitors of Human Flap endonuclease 1 (FEN1); P39748; Recombinant FEN1 flap cleavage, fluorescence, 15 min; Potency, µM (doses to about 114 µM), for inactives: at the top dose activity change, negative = inhibition, actives largely listed as inhibitors; 0.35% of 390,000 active; note: nearly all actives have a fitted effect of over 65% in size
Target sequence (P39748 whole entry, looked up): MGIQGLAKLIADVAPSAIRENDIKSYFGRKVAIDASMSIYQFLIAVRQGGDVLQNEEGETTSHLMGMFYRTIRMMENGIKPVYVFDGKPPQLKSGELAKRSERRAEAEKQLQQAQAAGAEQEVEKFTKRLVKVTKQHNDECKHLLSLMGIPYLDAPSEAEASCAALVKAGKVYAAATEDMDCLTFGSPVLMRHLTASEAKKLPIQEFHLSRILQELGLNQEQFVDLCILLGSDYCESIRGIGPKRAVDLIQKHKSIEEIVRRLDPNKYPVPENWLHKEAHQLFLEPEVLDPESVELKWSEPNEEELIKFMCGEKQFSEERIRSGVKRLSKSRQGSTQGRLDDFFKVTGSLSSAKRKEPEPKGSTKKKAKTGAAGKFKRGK
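Compounds are tested as a concentration series against 10 nM FEN1; after a 15 min room-temperature preincubation, 50 nM substrate starts cleavage, with plate reads at 0 and 15 min. Normalized responses are fitted by a Hill equation.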
N370S GC: qHTS Assay for Inhibitors and Activators of N370S glucocerebrosidase as a Potential Chaperone Treatment of Gaucher Disease. N370S GC spleen homogenate, 4MU-glucoside fluorescence. Potency, µM (series often up to 59.4 µM), for the others: at the top dose activity change, negative = inhibition, actives largely listed as inhibitors. 0.092% of 330,000 active. AID 2101, 2009;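 note: 0% = full enzyme activity and -100% = no enzyme basal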
The depositor's hits bear a star; ? = inconclusive; · = no result given; [ ] = another dose, or the depositor's remark. Calls come from the whole dose curve; as a rule, active = well fitted curve in the direction sought with a large enough effect; inconclusive = small, poorly fitted or top-dose-only effect, or another doubt; inactive = no such curve, though single readings can be large; an effect the other way counts as inactive or inconclusive. Unless noted, % is set by controls: 0 for no effect and ±100 for the full control effect; potency is the fitted concentration of half-maximal effect. Only part of the results is shown; count on the stated rates, not on these rows.

SMILES	TDP1 cell CPT	FEN1 inhibitor	N370S GC
O=C(NCCOCCOCCNC(=O)c1ccccc1)c1ccccc1	1%	7%	-4%
O=C(c1cc(Sc2ccc(Cl)cc2)nc2ccccc12)N1CCN(c2ccccn2)CC1	?	-14%	7%
CC1CN(CC(=O)Nc2ccc(Br)cn2)CC(C)O1 (stereo unspecified)	15%	24%	-5%
COc1ccc(-c2nc(C)sc2CC(=O)O)cc1OC	-1%	1%	1%
COc1ccc(-c2cc(=O)oc3cc(OC(C)C(=O)Nc4ccc(CN5CCOCC5)cc4)ccc23)cc1 (stereo unspecified)	?	-19%	-2%
CC(=O)Nc1ccc(-c2csc(-c3cccnc3)n2)cc1	?	-2%	-6%
Cn1c(SCC(=O)NCc2ccc3c(c2)OCO3)nnc1-c1c[nH]c2ccccc12	1%	-8%	4%
O=C(NCc1cccnc1)c1cn(CCc2ccccc2)nn1	-16%	0%	4%
COc1cccc(NC(=O)COC(=O)CCS(=O)(=O)c2ccc(C)cc2)c1	-2%	-5%	-4%
O=C(CSc1cn(CCNC(=O)c2c(F)cccc2F)c2ccccc12)Nc1ccc(F)cc1	?	4%	·
Nc1nc(NC(=O)C(Cl)(Cl)Cl)nn1-c1ccccc1	-7%	1%	-6%
CC1(C)CC2CC(C)(CN2S(=O)(=O)c2cccc(C(=O)OCC(N)=O)c2)C1 (stereo unspecified)	-18%	6%	-1%

Copied from the list.
O=C(c1cc(Sc2ccc(Cl)cc2)nc2ccccc12)N1CCN(c2ccccn2)CC1 – N370S GC: 7%
CC1(C)CC2CC(C)(CN2S(=O)(=O)c2cccc(C(=O)OCC(N)=O)c2)C1 (stereo unspecified) – FEN1 inhibitor: 6%

(next part)
SMILES	TDP1 cell CPT	FEN1 inhibitor	N370S GC
CC(=O)c1cccc(NS(=O)(=O)N(C)C)c1	-4%	12%	4%
CCOC(=O)c1cccc(NC(=O)c2cn(-c3cccc(OC)c3)c(=O)c3ccccc23)c1	-4%	-5%	·
COc1cc(OC)c(OC)cc1CN1CCN(Cc2cccc(F)c2)CC1	-26%	-3%	-8%
O=C(Nc1cc(F)ccc1F)N1CCC(CN2CCOCC2)CC1	-4%	0%	·
Cc1cccc(-n2ncc(C(=O)N3CCN(C(=O)c4ccco4)CC3)c2C2CCN(C(=O)OC(C)(C)C)CC2)c1	?	0%	·
Cc1nnc(SCC(=O)N2c3ccccc3Sc3ccccc32)n1N	-2%	8%	4%
O=C(COC(=O)/C=C/c1ccccc1Cl)NC(=O)NCc1ccccc1	?	-1%	·
COC(=O)c1ccc(NC(=O)CC2C(=O)N(c3cccc(OC)c3)C(=O)N2C(C)C)cc1 (stereo unspecified)	-29%	-5%	·
CCOCCCNC(=O)Cc1ccc(Br)cc1	-3%	-1%	1%
N#CC(c1ccc(O)cc1)N1CCCCC1 (stereo unspecified)	-15%	2%	6%
CS(=O)(=O)N(CC(=O)N1CCCC1)c1ccccc1F	32%[activator]	-1%	6%
O=C1N=c2ccccc2=C1c1c(O)[nH]c2c(C(F)(F)F)cccc12	21µM*	6%	-2%
COc1cc(OC)c(C(=O)Nc2cccc(C(C)=O)c2)cc1OC	?	-16%	-2%
CC(C)(C)OC(=O)[C@H](CCCCN)NC(=O)c1nc[nH]c1C(=O)N[C@@H](CCCCN)C(=O)OC(C)(C)C	30%[activator]	-1%	·
Cc1ccc(-c2c(CN3CCN(c4cc(Cl)ccc4C)CC3)csc2C)cc1	16µM*	-5%	·
Cc1ccc(C2C=C(c3ccccc3OC(F)F)Nc3ncnn32)cc1 (stereo unspecified)	?	6%	6%
Cc1cc(Nc2ccccc2)n(CCC#N)n1	-8%	-1%	0%
COc1cc(C(=O)N(Cc2cccnc2)Cc2cc3cc4c(cc3[nH]c2=O)OCCO4)cc(OC)c1OC	?	16%	9%
COc1ccc(OCC(=O)N2c3ccccc3CC2C)c([N+](=O)[O-])c1 (stereo unspecified)	?	16%	·
CSc1ccc(/C=N/Nc2ccc(Cl)c(C(=O)O)c2)cc1	0%	3%	-8%
CCOC(=O)c1cc(S(=O)(=O)N2CCN(c3ccc(C)cc3C)CC2)[nH]n1	9.2µM*	-10%	·
CC(=O)OCC1OC(n2ncc(=O)n(Cc3ccccc3)c2=O)C(OC(C)=O)C1OC(C)=O (stereo unspecified)	12%	-4%	21%
CC(=O)c1c(C)[nH]c(C(=O)NCCc2c[nH]c3ccccc23)c1C	?	-1%	-18%
CN(C)c1ccc(NC(=O)CN2CCN(S(=O)(=O)c3cc(Cl)ccc3Cl)CC2)cc1	?	-4%	-7%
O=C(CCn1nc(-c2ccc(Cl)cc2)ccc1=O)NCc1ccccn1	16%	-8%	·
CCCN(c1ccc(C(C)C)cc1)S(=O)(=O)c1ccc2c(c1)n(C)c(=O)c(=O)n2C	5%	-7%	·
CN(C(=O)c1cc([N+](=O)[O-])ccc1N1CCCC1)C1CCCCC1	-15%	-12%	-1%
CN(Cc1ccccc1)C(=S)NC(=O)c1ccc(-c2ccccc2)cc1	4.6µM*	-5%	8%
Cc1c(C(=O)NN2CCN(C)CC2)cccc1[N+](=O)[O-]	1%	1%	-3%
CN(C(=O)n1cnc2ccccc21)c1ccccc1	7%	10%	6%
O=C(NCc1ccccc1CN1CCCC1)C1CCN(S(=O)(=O)c2ccc(F)c(F)c2)CC1	-16%	1%	·
CCOC(=O)c1[nH]c(C)c(C(=O)N2CCN(c3ccc(F)cc3)CC2)c1C	?	13%	9%
O=C(O)CN1C(=O)NC2(CCc3ccccc32)C1=O (stereo unspecified)	11%	-7%	-3%
COc1cccc2c(C)cc(N3CCCCCC3)nc12	-15%	1%	?
O=C(COc1ccccc1)N1CCN(c2ccc([N+](=O)[O-])c(N3CCCCC3)c2)CC1	?	-13%	10%
Cc1cnc(C)c(N2CCN(Cc3nc(-c4cccc(F)c4F)oc3C)CC2)n1	?	-1%	-15%
CCOc1ccc(N(CC(=O)NCCSCc2ccc(C)cc2)S(C)(=O)=O)cc1	3%	-3%	-14%
CCC/S(C)=N/S(=O)(=O)c1ccc(C)cc1 (stereo unspecified)	1%	-1%	5%
Cc1ccc(NC(=O)CSc2nnc(COc3ccc(Cl)cc3)o2)cc1	20%	-5%	·
Cc1c(C)n(Cc2ccccc2)c2ncnc(NCCCO)c12	13%	-3%	3%
O=S(=O)(c1ccccc1)c1nc(-c2cccs2)oc1NCC1CCCO1 (stereo unspecified)	-12%	-11%	1%
CC(=O)c1cccc(NC(=O)c2ccc(Br)o2)c1	-26%	-6%	-1%
CC(Sc1nnc2ccccn12)C(=O)Nc1ncc(Cl)cc1Cl (stereo unspecified)	-1%	6%	8%
COc1cc(NC(=O)c2cc3c(CO)cnc(C)c3oc2=Nc2cccc(C(N)=O)c2)cc(OC)c1	-27%	16%	-8%
CCN(CC)S(=O)(=O)c1ccc(S(=O)(=O)N2CCCC2)cc1	0%	0%	16%
Cc1cccc(-c2nc3ccccc3c(=O)n2NC(=S)N(C)C)c1	9.2µM*	-6%	23%
COc1ccccc1NC(=S)NC1CC2CCC1C2 (stereo unspecified)	-16%	8%	3%
CCOCc1nnc(NC(=O)C2CC(=O)N(CCc3ccc(F)cc3)C2)s1 (stereo unspecified)	2%	0%	-14%

An excerpt from above in order of formula weight, ascending:
SMILES	TDP1 cell CPT	FEN1 inhibitor	N370S GC
COc1ccccc1NC(=S)NC1CC2CCC1C2 (stereo unspecified)	-16%	8%	3%
Cc1c(C)n(Cc2ccccc2)c2ncnc(NCCCO)c12	13%	-3%	3%
CCN(CC)S(=O)(=O)c1ccc(S(=O)(=O)N2CCCC2)cc1	0%	0%	16%
CC(Sc1nnc2ccccn12)C(=O)Nc1ncc(Cl)cc1Cl (stereo unspecified)	-1%	6%	8%
O=S(=O)(c1ccccc1)c1nc(-c2cccs2)oc1NCC1CCCO1 (stereo unspecified)	-12%	-11%	1%

Other records.
SMILES	TDP1 cell CPT	FEN1 inhibitor	N370S GC
CCOc1cc(C2C(C(=O)OC)=C(C)NC3=C2C(=O)c2ccccc23)cc(Cl)c1O (stereo unspecified)	?	5%	·
COc1ccc(OC)c(S(=O)(=O)N2CCC(C(=O)N(C)Cc3ccccc3)CC2)c1	?	-8%	-10%
CCc1nc(C)cn1S(=O)(=O)c1cc(OC)c(C)cc1C	?	1%	2%
Cc1cc2ccccc2n2c(SCC(=O)Nc3cccc(C(F)(F)F)c3)nnc12	?	-11%	·
NC(=O)c1ccccc1NC(=O)c1ccccc1S(=O)(=O)c1ccccc1[N+](=O)[O-]	-27%	8%	1%
CC(C)(O)CCC(O)[C@@](C)(O)C1CC[C@]2(O)C3=CC(=O)C4CC(O)C(O)C[C@]4(C)C3CC[C@]12C (stereo partly specified)	14%	·	0%
CCCc1cc(C(=O)Nc2cccnc2Cl)no1	-5%	-13%	·
Cc1ccc(C(=O)NCC(=O)OC(C)C(=O)NCCC2=CCCCC2)cc1C (stereo unspecified)	5%	12%	-9%
COc1ccccc1CNS(=O)(=O)c1ccc2c(c1)oc(=O)n2C	?	-16%	-9%
COc1cc(C2C(C(=O)C(C)(C)C)=C(O)C(=O)N2Cc2ccccc2)ccc1O (stereo unspecified)	2%	?	0%
Cc1ccc(S(=O)(=O)N2CCOCC2)cc1C(=O)OCC(=O)c1ccc[nH]1	5%	12%	·
Cc1ccccc1NC(=O)COC(=O)c1ccc(CSc2ccc(Cl)cc2)cc1	-11%	7%	15%
COc1cccc(NC(=O)CN2CCN(S(=O)(=O)c3ccc(F)cc3)CC2)c1	-18%	-6%	-12%
O=C(Nc1cc(Cl)cc(Cl)c1)c1cc(S(=O)(=O)N2CCc3ccccc3C2)ccc1F	?	8%	·
CC1CCCC(C)N1C(=O)c1ccc(S(=O)(=O)N2CCCC2)cc1 (stereo unspecified)	-21%	0%	·
Oc1ccc(Br)cc1-c1cc(-c2ccccc2F)[nH]n1	?	-11%	8%
CCOC(=O)c1oc2ccccc2c1COC(=O)CNC(=O)c1ccccc1OC	14%	-14%	30%
S=C(NCc1cccnc1)Nc1ccc(Cl)c(Cl)c1	-19%	-9%	6%
C=Cc1ccc(CSc2cc(C)nc3nc(C)nn23)cc1	?	12%	0%
CCOC(=O)c1ccc(NC(=O)C2CCCN(S(=O)(=O)c3ccc(F)cc3)C2)cc1 (stereo unspecified)	?	?	-3%
COc1ccc(NC(=O)CCSCCC(=O)Nc2ccc(OC)cc2OC)c(OC)c1	-9%	1%	-2%
COc1ccc(CCNC(=O)c2cn3ccc(C)cc3n2)cc1OC	?	3%	-17%
O=C(CC1SCCNC1=O)Nc1ccc(Cl)c(Cl)c1 (stereo unspecified)	-21%	-16%	-2%
CCCCN(C)CCNC(=O)c1ccc2c(=O)n(CCc3ccccc3)c(=O)[nH]c2c1	13µM*	1%	·

Laid out differently: results already given
Under each structure – TDP1 cell CPT | FEN1 inhibitor | N370S GC
O=C1N=c2ccccc2=C1c1c(O)[nH]c2c(C(F)(F)F)cccc12
→ 21µM* | 6% | -2%
COc1cc(OC)c(C(=O)Nc2cccc(C(C)=O)c2)cc1OC
→ ? | -16% | -2%
CC(C)(C)OC(=O)[C@H](CCCCN)NC(=O)c1nc[nH]c1C(=O)N[C@@H](CCCCN)C(=O)OC(C)(C)C
→ 30%[activator] | -1% | ·

Next entries.
SMILES	TDP1 cell CPT	FEN1 inhibitor	N370S GC
Nc1nc(-c2ccccc2Cl)cs1	-10%	-3%	·
CCCn1c(N)c(N(CCOC)C(=O)c2ccc([N+](=O)[O-])cc2Cl)c(=O)[nH]c1=O	7%	-1%	-7%
CCC(C)(C)NC(=O)C(c1ccc(C)o1)N(Cc1cccs1)C(=O)Cn1nnc2ccccc21 (stereo unspecified)	?	1%	?
COC(=O)c1ccc(Nc2nc3ccc(C)cc3n3cnnc23)cc1	3%	-14%	-13%
C=CCNc1nc(N)c(C(=O)c2ccc3c(c2)OCO3)s1	-7%	18%	-29%
O=C(NC1CC1)C1=C[C@H](C2CCCCC2)C[C@H](OCCCCO)O1	?	-7%	-2%
